Bioassay records deposited in PubChem by several laboratories.
BioA inh: blocks M. tuberculosis BioA enzyme activity; purified M. tuberculosis BioA enzyme, plate reader; inhibition, % at 9.99 µM; 360,000 tested, 0.096% active; in the data active means inhibition above about 40%; inconclusive means no clear call, values can overlap the other calls
BoNT A protease: BoNT A light chain protease inhibition; AID 588499; inhibition, % at 10 µM; 360,000 tested, 0.17% active; multiplex microsphere protease substrate cleavage, flow cytometry; further: plate controls were buffer without enzyme for full effect and enzyme alone for no effect
GDH-TPI counter: GDH-TPI coupled enzyme inhibition counter-screen; GDH-TPI coupled enzyme counterscreen, NADH absorbance; 360,000 tested, 1.2% active; inhibition, % at 4.8 µM; in the data active means inhibition above about 30%;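 further: 0% = DMSO wells and 100% = wells lacking the enzyme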
Mtb UGM inh: inhibitors of M. tuberculosis UDP-galactopyranose mutase | P9WIQ1 | purified UGM, fluorescence polarization probe displacement | inhibition, % at 10 µM | 320,000 tested, 0.06% active | AID 504406; in the data active means inhibition above about 10%, passing the limit was not always enough; inconclusive means no clear call, values can overlap the other calls
Target sequence (P9WIQ1 whole entry, looked up): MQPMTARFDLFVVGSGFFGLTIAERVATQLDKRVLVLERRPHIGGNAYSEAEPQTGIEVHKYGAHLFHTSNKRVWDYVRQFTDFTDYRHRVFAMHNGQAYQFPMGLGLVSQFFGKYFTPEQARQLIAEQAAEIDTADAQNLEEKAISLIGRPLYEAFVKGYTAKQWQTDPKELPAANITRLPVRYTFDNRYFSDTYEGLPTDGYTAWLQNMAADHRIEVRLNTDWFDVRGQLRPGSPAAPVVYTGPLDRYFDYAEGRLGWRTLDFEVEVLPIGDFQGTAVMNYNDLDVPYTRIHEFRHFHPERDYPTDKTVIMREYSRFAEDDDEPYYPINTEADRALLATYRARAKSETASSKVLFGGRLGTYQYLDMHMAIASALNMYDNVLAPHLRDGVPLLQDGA
FBA Mtb inh: inhibits M. tuberculosis FBA enzyme. P9WQA3. purified M. tuberculosis FBA, fluorescence read-out. inhibition, % at 1 µM. 360,000 tested, 2.3% active. AID 588726; in the data active means inhibition above about 27%;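 further: 0% = vehicle and 100% = reference inhibitor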
Target sequence (P9WQA3 whole entry, looked up): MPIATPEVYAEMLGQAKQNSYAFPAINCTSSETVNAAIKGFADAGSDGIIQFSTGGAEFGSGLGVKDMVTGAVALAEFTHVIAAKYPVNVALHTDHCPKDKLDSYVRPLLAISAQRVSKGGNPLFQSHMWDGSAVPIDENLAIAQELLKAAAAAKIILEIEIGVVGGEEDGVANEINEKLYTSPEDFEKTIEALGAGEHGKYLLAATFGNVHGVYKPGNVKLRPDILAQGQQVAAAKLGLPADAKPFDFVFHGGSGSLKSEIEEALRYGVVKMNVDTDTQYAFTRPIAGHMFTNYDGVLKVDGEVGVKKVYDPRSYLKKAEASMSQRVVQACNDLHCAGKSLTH
PfHsp40 rescue: rescue of PfHsp40-mediated yeast toxicity; 340,000 tested, 0.68% active; growth rescue, % at 12.5 µM; S. cerevisiae expressing PfHsp40, growth rescue, ATP luminescence; AID 504582; in the data active means growth rescue above about 28%, passing the limit was not always enough; inconclusive means no clear call, values can overlap the other calls;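 further: yeast W303a lacking pdr1 and pdr3 grown in galactose medium; growth measured after three days at 30 °C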
BoNT F protease: blocks Botulinum neurotoxin F light chain protease | AID 588497 | 360,000 tested, 0.22% active | inhibition, % at 10 µM | Multiplex microsphere protease cleavage assay, flow cytometry; in the data active means inhibition above about 35%, passing the limit was not always enough; inconclusive means no clear call, values can overlap the other calls; further: plate controls were buffer without enzyme for full effect and enzyme alone for no effect
Anthrax LF inh2: anthrax lethal factor protease inhibition. inhibition, % at 10 µM. AID 588501. 360,000 tested, 0.12% active. multiplex microsphere protease cleavage assay, LF; further: plate controls were buffer without enzyme for full effect and enzyme alone for no effect
FadD28 binding: blocks FadD28 binding to the bisubstrate probe; fluorescence polarization; inhibition, % at 12.5 µM; 360,000 tested, 0.22% active; in the data active means inhibition above about 8.5%, passing the limit was not always enough; inconclusive means no clear call, values can overlap the other calls
Numbers without * were called inactive; ? = inconclusive; · = no result given. Unless noted, no stated cut-off is given here; in the data, active means inhibition above about 30%; inconclusive means no clear call, values can overlap the other calls; inactive means below that.

SMILES | BioA inh | BoNT A protease | GDH-TPI counter | Mtb UGM inh | FBA Mtb inh | PfHsp40 rescue | BoNT F protease | Anthrax LF inh2 | FadD28 binding
Cc1cc2c(cc1C)C(=O)C(Br)=C(N)C2=O | -3.1 | -0.6 | 9 | · | -1 | -1.0 | -5 | 1 | 0.7
O=C(O)CCC(=O)Nc1ccc(N2CCOCC2)cc1 | 5.1 | -0.2 | -7 | -0.6 | -1 | -0.1 | 3 | -1 | -3.6
Cc1cc(N2CCC(C)CC2)nc2ccc(N3C(=O)CCC3=O)cc12 | -1.4 | 2.4 | 10 | 2.8 | 59* | 0.7 | -10 | 1 | 0.5
Cc1ccc(CNC(=O)COC(=O)c2c(C)noc2C)cc1 | -0.1 | 0.9 | 0 | 1.5 | -2 | 0.2 | -7 | -1 | 0.4
CCOc1ccc(NC(=O)N2CCC(NC(=O)c3ccco3)CC2)cc1 | 0.1 | -0.5 | -1 | 0.3 | -1 | -0.8 | -3 | 4 | -4.2
Cc1cc(C)n(CC(=O)c2ccccc2)c(=O)c1C#N | 4.1 | -1.2 | 2 | 4.4 | -1 | -1.9 | -4 | -2 | -0.4
Cc1ccn2c(NC3CCCC3)c(-c3cccs3)nc2c1 | · | -0.2 | 9 | 1.2 | 11 | 1.4 | -5 | -8 | -4.9
CCOC(=O)N1CCN(C(=O)CS(=O)Cc2nc(-c3ccc(OC)c(OC)c3)oc2C)CC1 (configuration not stated) | 0.1 | -2.5 | 10 | -1.2 | 10 | -0.8 | -3 | -7 | -1.2
Cc1ccc(-c2nnc(-c3cccc4ccccc34)o2)cc1 | -2.3 | 0.1 | 16 | · | 3 | -0.8 | 4 | -8 | -1.5
CCOc1cc2[nH]c(=S)n(Cc3ccc(C(=O)NCCCN4CCOCC4)cc3)c(=O)c2cc1OCC | -0.7 | -0.6 | 13 | -1.5 | 0 | -0.2 | 3 | -2 | 2.2
O=C(Nc1cccc(OCC(=O)N2CCOCC2)c1)C1CCCCC1 | · | -0.2 | -6 | 1.2 | 0 | ? | 0 | 0 | -3.1
COc1ccc(CCNC(=O)COc2ccc(S(=O)(=O)NC(C)C)cc2Cl)cc1OC | 2.4 | 0.8 | -6 | -2.6 | -3 | 1.6 | 5 | 0 | 0.3
Cc1cc(C)n(CCc2nc(-c3cccs3)cs2)n1 | 0.1 | 0.0 | 8 | 2.1 | 3 | 2.3 | -17 | -1 | -2.5
COc1cccc(OC)c1C(=O)NC(=O)Nc1c(F)cc(F)cc1F | -1.3 | · | 2 | -1.4 | 1 | -0.6 | · | · | -2.5
COc1ccc(CNC(=O)COC(=O)CN2C(=O)NC3(CCCC3)C2=O)cc1 | 0.1 | -0.6 | 8 | -2.7 | -3 | -0.8 | -3 | -1 | -2.2
CCN(CC)CCNC(=O)c1ccccc1C(=O)c1ncc[nH]1 | 0.5 | -0.5 | 5 | 3.2 | 1 | -0.9 | 5 | -5 | 1.6
Cc1c(/C(O)=C2/C(=O)C(=O)N(CCN3CCOCC3)C2c2ccco2)cnn1-c1ccccc1 (configuration not stated) | 0.1 | 0.0 | 4 | · | 7 | 0.0 | 0 | -6 | 1.6
C/C(=N\Nc1cccc([N+](=O)[O-])c1)c1cc(F)ccc1O | · | -0.5 | 10 | 0.9 | 2 | 2.2 | 4 | 14 | -4.5
CC(Oc1ccc(Br)cc1)C(=O)NCC1(N2CCCCC2)CCCCC1 (configuration not stated) | -1.8 | 1.2 | 0 | -1.5 | -3 | 0.4 | 4 | 1 | -2.6
Cc1cc(NC(=O)CSc2nc(-c3ccc(Cl)cc3)cs2)no1 | -1.9 | ? | 5 | 0.4 | -1 | 0.2 | -4 | -2 | -4.2
CC(=O)c1cccc(NC(=S)N2CCN(S(=O)(=O)c3ccc(F)cc3)CC2)c1 | 1.1 | 0.8 | 6 | -0.9 | 0 | -0.9 | -5 | 2 | -0.6
COc1ccc(CCCc2nnc(SCC(=O)Nc3ccc(OC)cc3)o2)cc1 | -1.1 | 0.3 | 0 | -0.1 | 0 | 0.3 | 4 | 0 | -1.3
COc1ccc(Cl)cc1NC(=O)CC1S/C(=N/N=C2CCCCCC2)NC1=O (configuration not stated) | -7.7 | -0.3 | 11 | -1.7 | -3 | -0.8 | -3 | -2 | -3.5
COc1ccc(CNC(=O)c2cc(-c3ccc(OC)c(OC)c3)on2)cc1 | -0.1 | 1.0 | 9 | -9.4 | 5 | -0.5 | 0 | 0 | -1.4
CCC(=O)NCCc1nc2ccccc2n1CC | 2.7 | -0.1 | 8 | -0.4 | 2 | 1.3 | 9 | 4 | 2.0

New compounds follow.
SMILES | BioA inh | BoNT A protease | GDH-TPI counter | Mtb UGM inh | FBA Mtb inh | PfHsp40 rescue | BoNT F protease | Anthrax LF inh2 | FadD28 binding
Cc1nc(Nc2ccccc2Br)c2nnn(Cc3ccccc3)c2n1 | -1.8 | 0.3 | 4 | 1.7 | 1 | -1.1 | 30 | 15 | -1.1
O=C(NCCCn1ccnc1)c1ccc(Cl)cc1[N+](=O)[O-] | · | 0.2 | -1 | -0.6 | 0 | 0.2 | 0 | -2 | -1.9
O=C(O)c1sc2cc(C(F)(F)F)cnc2c1-c1ccccn1 | · | 0.4 | 12 | 0.7 | 146* | -1.3 | 4 | 3 | -0.2
CCN1C(=O)C(=CC=CN(C)c2ccccc2)SC1=S | -0.8 | 2.7 | 13 | · | 3 | · | 4 | 17 | 0.9
CN(C)c1ccc2c(c1)N=C(c1ccco1)OP2(=S)N1CCOCC1 (configuration not stated) | · | 1.6 | 16 | 1.6 | 0 | 1.1 | 6 | 2 | -16
CCc1ccc(C(O)c2ncc(-c3cccc(F)c3)[nH]2)cc1 (configuration not stated) | 0.8 | 0.4 | 15 | · | -2 | · | -2 | -4 | 0.0
Cc1ccc(S(=O)(=O)Nc2ccc(C(=O)N3CCCC3)cc2)cc1 | -2.5 | 1.8 | 2 | 0.9 | 0 | 0.2 | 12 | 6 | -3.8
Nc1cccc(C#Cc2ccc3c(=O)c4ccccc4oc3c2)c1 | -0.6 | 0.8 | 11 | -0.8 | 5 | 2.0 | 4 | -3 | -3.9
Cc1ccn2c(=O)c(C(=O)NC3CCCCC3C)c(O)nc2c1 (configuration not stated) | -2.5 | -0.2 | 4 | -1.7 | 7 | 1.1 | -2 | -6 | -0.3
O=C(c1ccccc1)c1nccc2ccccc12 | · | 0.1 | 9 | -2.6 | 2 | 2.4 | -6 | -2 | -3.0
CCNC(=S)NNc1nc(N2CCOCC2)nc(N2CCOCC2)n1 | · | -0.6 | -6 | 0.5 | 2 | 0.2 | 0 | 6 | -0.9
CC(=O)OCC(=O)Nc1ccccc1C | -0.6 | 0.8 | -3 | -1.8 | -3 | 0.4 | 2 | -2 | 0.1
COC(=O)c1sccc1NC(=O)c1c(C)cc(=O)oc1C | 0.7 | -0.1 | 5 | -1.1 | -1 | 0.1 | -2 | 2 | -3.1
CC(C)NC(=O)CS(=O)(=O)c1ccccc1 | 1.0 | 0.1 | 5 | -2.3 | 0 | -0.6 | 2 | 7 | -1.7
CCOC(=O)c1c(N)sc(C(O)(C(F)(F)F)C(F)(F)F)c1-c1ccc(OC)cc1OC | -0.4 | 0.0 | 19 | 3.4 | -1 | 0.8 | -10 | -1 | -1.2
O=C(CCC(=O)N1CCOc2ccc(Cl)cc21)NCCCN1CCOCC1 | -0.8 | -1.3 | 2 | 2.7 | 0 | 0.7 | -6 | 5 | 0.1
Cc1cccc(CN2C(=O)c3ccccc3S(=O)(=O)c3ccc(C(=O)NCCCN4CCCC4)cc32)c1 | 1.9 | -1.8 | 16 | 0.0 | 4 | -0.7 | -6 | 0 | -2.2
COc1ccccc1NS(=O)(=O)c1cccc2cccnc12 | 0.1 | -2.3 | 10 | 0.2 | 1 | 0.2 | -31 | -8 | -0.1
COc1ccc(CN2CCN(C(C)C)C(CCO)C2)cc1Cn1cncn1 (configuration not stated) | -0.7 | -0.3 | -1 | 3.0 | 1 | 0.1 | -1 | 0 | -0.1
COc1ccccc1C1CC(c2ccccc2)=NN1S(=O)(=O)c1ccccc1 (configuration not stated) | 1.0 | -0.1 | -4 | -1.4 | -4 | -0.2 | 5 | -3 | -2.6
CC(=O)c1ccc(-c2nnc(CCC(=O)N(C)Cc3cnc4ccccn34)o2)s1 | · | -1.0 | 7 | -2.7 | 4 | 0.7 | -6 | 9 | 0.2
CCSCC(C)(C)n1[nH]c2ccccc2c1=O | · | -0.3 | -5 | · | 0 | · | -4 | 2 | -5.3
CSc1ncc(C(=O)Nc2cccc(C)c2C)c(C)n1 | -0.4 | 1.9 | -3 | -1.2 | 5 | 0.3 | -47 | 12 | -0.3
Cn1c(NCCN2CCCCC2)cc(=O)n(C)c1=O | -1.0 | 0.3 | 2 | -0.4 | 1 | -2.1 | 6 | -1 | -0.3
CCOC(=O)CSc1nc(-c2ccccc2)nc2ccc(F)cc12 | -0.3 | ? | 11 | -0.1 | -1 | 0.7 | -15 | ? | -1.8

Record cards (already shown). Values in the order: BioA inh | BoNT A protease | GDH-TPI counter | Mtb UGM inh | FBA Mtb inh | PfHsp40 rescue | BoNT F protease | Anthrax LF inh2 | FadD28 binding
Nc1cccc(C#Cc2ccc3c(=O)c4ccccc4oc3c2)c1 as listed: -0.6 | 0.8 | 11 | -0.8 | 5 | 2.0 | 4 | -3 | -3.9
O=C(c1ccccc1)c1nccc2ccccc12 as listed: · | 0.1 | 9 | -2.6 | 2 | 2.4 | -6 | -2 | -3.0
COC(=O)c1sccc1NC(=O)c1c(C)cc(=O)oc1C as listed: 0.7 | -0.1 | 5 | -1.1 | -1 | 0.1 | -2 | 2 | -3.1
O=C(NCCCn1ccnc1)c1ccc(Cl)cc1[N+](=O)[O-] as listed: · | 0.2 | -1 | -0.6 | 0 | 0.2 | 0 | -2 | -1.9

Going on with the list:
SMILES | BioA inh | BoNT A protease | GDH-TPI counter | Mtb UGM inh | FBA Mtb inh | PfHsp40 rescue | BoNT F protease | Anthrax LF inh2 | FadD28 binding
OCc1nc2ccccc2n1C/C=C/c1ccccc1 | · | -1.0 | 9 | 1.2 | 4 | -0.9 | 4 | -8 | 0.0
Cc1cc(Br)ccc1NC(=O)CN1C(=O)CCC1=O | -3.2 | 1.9 | 2 | -1.4 | -2 | -1.0 | 1 | -1 | -1.5
CN(C)S(=O)(=O)c1cccc(NC(=S)NC23CC4CC(CC(C4)C2)C3)c1 | -1.0 | -3.1 | -6 | 0.2 | -1 | 0.0 | -19 | -3 | 2.3
O=C(c1cc(F)c(F)c(F)c1F)N1CCN(Cc2ccc3c(c2)OCO3)CC1 | -0.2 | 0.1 | 3 | 1.0 | -1 | 1.2 | -16 | -1 | ·
COc1ccc(CCNC(=O)Cc2ccc(NS(=O)(=O)c3ccc(F)cc3)cc2)cc1OC | -0.2 | -0.5 | -1 | · | 2 | -0.5 | -6 | -7 | -1.7
Cn1c(=O)oc2cc(S(=O)(=O)Nc3ccc4c(c3)OCO4)ccc21 | -1.3 | 3.8 | 9 | 1.6 | 0 | 0.1 | -4 | -1 | -0.3
COCCNC(=O)C(=O)Nc1ccc(Cl)cc1C | · | 0.2 | -5 | 0.4 | 0 | 0.5 | 1 | 3 | -1.3
O=c1nc(N2CCCC2)nc(Nc2ccccc2)[nH]1 | -0.7 | 0.7 | 2 | 1.3 | -3 | 0.0 | -6 | 1 | -0.2
c1ccc(COc2ccc(CNCc3cccnc3)cc2)cc1 | 15 | -0.6 | 6 | -1.2 | 2 | -1.1 | -12 | -5 | -2.4
C/C(=N\O)c1ncc(C(F)(F)F)cc1Cl | 0.4 | 0.0 | -2 | 1.5 | 0 | -0.4 | -5 | -3 | -0.4
COc1ccc(NS(=O)(=O)c2ccc(O)c(NC(=O)c3ccc(S(=O)(=O)N4CCCCCC4)cc3)c2)cc1 | -0.5 | 1.1 | 23 | 1.9 | -2 | 0.8 | 10 | 0 | 0.4
CCN1CCN(c2ccc(N3CCN(S(=O)(=O)c4ccc(C)c([N+](=O)[O-])c4)CC3)nn2)CC1 | · | · | 7 | -0.7 | 1 | 1.0 | · | · | 0.7
Cc1sc2ncnc(OCC(=O)Nc3ccc4c(c3)OCCO4)c2c1C | -1.1 | -0.8 | -4 | 0.9 | -1 | 0.5 | 8 | -1 | 0.3
Cc1ccccc1OCC(=O)OCC(=O)NC1CC1 | 0.2 | 0.2 | -1 | -0.4 | -1 | -1.1 | 3 | 0 | -0.6
